Screens deposited in PubChem by National Center for Advancing Translational Sciences (NCATS).
KB-V1 MDR tox: kills drug-selected multidrug resistant KB-V1 cells; KB-V1 MDR cells viability, CellTiter-Glo, 72 h; Potency, µM (top dose mostly 46.1 µM), for inactives: top-dose activity change, negative = cytotoxicity, actives largely listed as cytotoxic; hit rate 3.4% among 400,000; AID 1347076; further: on the % scale 0 is the no-effect control and ±100 the full control effect; nearly all actives have a fitted effect of over 60% in size
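Following 72 h at 37 degrees C with compound, KB-V1 cell viability was read by CellTiter-Glo luminescence, medium being phenol-red-free DMEM plus 10% FBS; concentration-response parameters came from normalized, curve-fitted qHTS data.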
HT1080 IDH1KD tx: kills HT-1080 cells with IDH1 knockdown; hit rate 2% among 360,000; HT-1080 IDH1 knockdown viability, ATP luminescence, 48 h; Potency, µM (titrated, usually from 46.1 µM), inactives show top-dose activity, negative = toxicity, actives largely listed as cytotoxic;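 further: 0% = DMSO wells and -100% = cell-free medium wells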
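HT-1080-IDH1KD cells (IDH1 knocked down), 750/well in RPMI with 5% FBS, treated with compound 48 h at 37 degrees C. Viability by CellTiter-Glo luminescence, normalised to DMSO and no-cell wells; concentration-response curves classed.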
HT1080-NT tox: kills 2HG-producing HT-1080-NT fibrosarcoma cells | Potency, µM (titrated, usually from 46.1 µM), for the others: at the top dose activity, negative = less viability, usual class: cytotoxic | hit rate 1.6% among 360,000 | HT-1080-NT fibrosarcoma viability, CellTiter-Glo ATP luminescence, 48 h | AID 686970;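 further: NT is the 2HG producing partner of a matched IDH1 knockdown line; 0% = DMSO-treated cells and -100% = media-only wells without cells; nearly all actives have a fitted effect of over 55% in size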
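A 48-hour cytotoxicity screen used HT-1080-NT cells plated 2 hours before compound delivery. ATP-based CellTiter-Glo luminescence measured viability, normalized to DMSO and no-cell controls.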
GLP1R ag: GLP-1 receptor (human) agonism. P43220. AID 624172. hit rate 0.007% among 380,000. Potency, µM (doses to about 45.6 µM), for the others: top-dose activation, hits mostly activators. HEK293 GLP-1R CRE-luciferase, luminescence, 4-6 h; cells express a hypersensitive GLP-1R form; further: % of control where 0% means no effect
Target sequence (P43220 whole entry, looked up): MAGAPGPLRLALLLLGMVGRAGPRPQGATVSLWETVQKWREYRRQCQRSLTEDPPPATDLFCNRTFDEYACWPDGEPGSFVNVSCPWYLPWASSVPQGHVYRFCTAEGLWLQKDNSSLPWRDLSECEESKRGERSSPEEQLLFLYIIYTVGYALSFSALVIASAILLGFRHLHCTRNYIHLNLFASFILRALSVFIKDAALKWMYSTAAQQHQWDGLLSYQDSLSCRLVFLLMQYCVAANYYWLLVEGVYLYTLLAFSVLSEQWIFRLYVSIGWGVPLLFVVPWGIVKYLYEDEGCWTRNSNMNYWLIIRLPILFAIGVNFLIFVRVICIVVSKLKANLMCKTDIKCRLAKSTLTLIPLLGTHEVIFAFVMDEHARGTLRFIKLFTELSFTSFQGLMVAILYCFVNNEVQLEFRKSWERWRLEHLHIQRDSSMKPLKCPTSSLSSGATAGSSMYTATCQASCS
KB-3-1 cytotox: KB-3-1 parental cell cytotoxicity | hit rate 1.4% among 400,000 | KB-3-1 viability, CellTiter-Glo ATP luminescence, 72 h | Potency, µM (titrated, usually from 46.1 µM), without a hit: at the top dose activity change, negative = cytotoxic, most hits filed as cytotoxic | AID 1347075; further: on the % scale 0 is the no-effect control and ±100 the full control effect; nearly all actives have a fitted effect of over 60% in size
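Luminescent ATP read-out (CellTiter-Glo) measures survival of drug-naive KB-3-1 cells after 72 h compound exposure at 37 °C. Titration series was screened from lowest to highest concentration, with DMSO vehicle plates as background controls.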
GLP1R cytotox: cytotoxicity in counter-screen for GLP-1R inverse agonists; HEK293 cAMP-luciferase reporter cells, luminescence, 24 h; Potency, µM (titrated, usually from 38.3 µM), inactives show top-dose activity change, negative = inhibition, most hits filed as inhibitors; hit rate 0.13% among 410,000;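 further: loss of luciferase light is scored as toxicity; on the % scale 0 is the no-effect control and ±100 the full control effect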
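Cells in DMEM/10% Nu serum/1% pen-strep, 1536-well format. Pre-incubated 12 h, dosed with 23 nL compound, incubated a further 24 h. Luciferase detection, 12 min at room temp, luminescence.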
GLP1R inv ag: GLP-1 receptor (human) inverse agonism | P43220 | HEK293 GLP-1R CRE-luciferase, luminescence, 24 h; GLP-1R form is constitutively active | Potency, µM (doses to about 38.3 µM), for the others: at the top dose activity change, negative = inhibition, most hits filed as inhibitors | hit rate 1.6% among 410,000; further: on the % scale 0 is the no-effect control and ±100 the full control effect; nearly all actives have a fitted effect of over 55% in size
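Inverse agonism was detected as reduced cAMP-driven luciferase luminescence after 24 h compound treatment. The cells were HEK293 clones expressing constitutively active human GLP-1R with the reporter. Reporter-only and GPR119 cell lines served as counterscreen controls.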
SW480 rerep: inducers of DNA re-replication in SW480 colon cancer cells; SW480 DNA re-replication, Hoechst DNA content imaging, 48 h; Potency, µM (top dose mostly 46.1 µM), inactives show at the highest dose re-replication activation, actives largely listed as activators; hit rate 1.8% among 340,000; AID 624297; further: % of control where 0% means no effect; nearly all actives have a fitted effect of over 55% in size
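Per well, 250 cells were exposed to pinned compound for 48 hr. Nuclear DNA was visualised with Hoechst (40 min, 37 C) and total object intensity recorded by fluorescence scanning.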
TDP-43 yeast inh: rescues yeast growth from TDP-43 toxicity; TDP-43 expressing yeast growth rescue, BacTiter-Glo, 24 h; Potency, µM (series often up to 46.1 µM), for the others: top-dose growth rescue (activation), usual class: activators; hit rate 1.8% among 410,000; AID 652104; further: % of control where 0% means no effect; nearly all actives have a fitted effect of over 50% in size
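In this qHTS, compounds that restore growth of yeast expressing TDP-43 appear as activators. Cells (OD600=0.02, galactose medium, raffinose-pregrown) are incubated with compound 24 hr at 30 deg C and growth is quantified by BacTiter-Glo.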
* = called active by the depositor; [ ] = remark or other dose. The call rests on the fitted dose curve; in most records, active means well fitted curve in the direction sought with a large enough effect; inconclusive means small, poorly fitted or top-dose-only effect, or another doubt; inactive means no such curve, though single readings can be large; an effect the other way counts as inactive or inconclusive. Potency means the concentration at half of the fitted maximal effect. Outcome played no part in choosing rows; any-hit rate near 9.4%.

COc1ccncc1-c1ccccc1C1=CC(=O)CC(C)(C)C1=O was read as KB-V1 MDR tox 6.8%, HT1080 IDH1KD tx 4.8%, HT1080-NT tox 7.1%, GLP1R ag 10.7%, KB-3-1 cytotox -4.0%, GLP1R cytotox 2.6%, GLP1R inv ag -2.9% and TDP-43 yeast inh 8.0%.
For Cn1c(SCC(=O)n2c3c(c4ccccc42)CCCC3)nnc1-c1ccccc1 the results were KB-V1 MDR tox 9.5%, HT1080 IDH1KD tx 1.1%, HT1080-NT tox 10.0%, GLP1R ag -12.3%, KB-3-1 cytotox 14.7%, GLP1R cytotox -2.3%, GLP1R inv ag -4.1%, SW480 rerep -16.1% and TDP-43 yeast inh 0.5%.
O=C(Oc1ccc2ccc(=O)oc2c1)C1CCCCC1 was read as KB-V1 MDR tox inconclusive, HT1080 IDH1KD tx 8.6%, HT1080-NT tox -0.6%, GLP1R ag -3.7%, KB-3-1 cytotox -9.1%, GLP1R cytotox 231.9%[activator], GLP1R inv ag 3.5%, SW480 rerep 0.1% and TDP-43 yeast inh 8.3%.
`CCN=C1SC(CC(=O)NC(C)c2ccccc2)C(=O)N1CC` (configuration not stated) gave KB-V1 MDR tox 21.8%, HT1080 IDH1KD tx 2.4%, HT1080-NT tox 7.6%, GLP1R ag 10.9%, KB-3-1 cytotox 1.2%, GLP1R cytotox 1.4%, GLP1R inv ag 0.1%, SW480 rerep -0.1% and TDP-43 yeast inh -8.4%.
Cc1ccc(N2C(=O)CC(Sc3ccccc3C(=O)O)C2=O)cc1 (configuration not stated) was read as KB-V1 MDR tox 19.8%, HT1080 IDH1KD tx -0.8%, HT1080-NT tox 2.1%, GLP1R ag -1.2%, KB-3-1 cytotox 22.0%, GLP1R cytotox -9.9%, GLP1R inv ag 0.8%, SW480 rerep -1.0% and TDP-43 yeast inh inconclusive.
O=C(O)C(c1ccccc1)C1(O)CCCC1 (configuration not stated) was read as KB-V1 MDR tox 2.9%, HT1080 IDH1KD tx 12.4%, HT1080-NT tox 11.5%, GLP1R ag -1.4%, KB-3-1 cytotox -13.6%, GLP1R cytotox -5.6%, GLP1R inv ag 1.5%, SW480 rerep -0.1% and TDP-43 yeast inh 2.1%.
CCOc1ccccc1NC(=O)NCCc1c[nH]c2ccccc12 was read as KB-V1 MDR tox -3.2%, HT1080 IDH1KD tx -9.6%, HT1080-NT tox -11.4%, GLP1R ag 6.8%, KB-3-1 cytotox -1.3%, GLP1R cytotox -9.4%, GLP1R inv ag inconclusive, SW480 rerep inconclusive and TDP-43 yeast inh 27.0%.
`CCOc1nc(-c2ccccc2)ncc1Oc1ccccc1` gave KB-V1 MDR tox -19.1%, HT1080 IDH1KD tx -2.4%, HT1080-NT tox -6.9%, GLP1R ag 10.4%, KB-3-1 cytotox 13.4%, GLP1R cytotox 11.4%, GLP1R inv ag inconclusive, SW480 rerep inconclusive and TDP-43 yeast inh -25.6%.
For CCCc1cc(=O)oc2c(C)c(OC(C)C(=O)NCC(O)c3ccccc3)ccc12 (configuration not stated) the results were KB-V1 MDR tox 11.3%, HT1080 IDH1KD tx -11.8%, HT1080-NT tox -20.8%, GLP1R ag 25.4%, KB-3-1 cytotox -5.8%, GLP1R cytotox -8.8%, GLP1R inv ag -21.0%, SW480 rerep -11.0% and TDP-43 yeast inh -3.0%.
`COC(=O)c1c(C)nc2ccccc2c1C(=O)O` gave KB-V1 MDR tox 1.2%, HT1080 IDH1KD tx 19.0%, HT1080-NT tox 6.6%, GLP1R ag 0.4%, KB-3-1 cytotox -4.2%, GLP1R cytotox -12.4%, GLP1R inv ag 0.0%, SW480 rerep -1.5% and TDP-43 yeast inh 13.5%.
Screening COC(=O)c1ccc(NC(=S)NNC(=O)CC(C)C)cc1 returned KB-V1 MDR tox 0.0%, HT1080 IDH1KD tx 9.4%, HT1080-NT tox 6.7%, GLP1R ag -7.0%, KB-3-1 cytotox 3.2%, GLP1R cytotox 0.5%, GLP1R inv ag 2.7%, SW480 rerep -1.0% and TDP-43 yeast inh 16.0%.
`CCSc1nnc(NC(=O)c2cc(=O)c3cc(C)c(C)cc3o2)s1` gave KB-V1 MDR tox -6.2%, KB-3-1 cytotox 7.4%, GLP1R cytotox 2.8%, GLP1R inv ag 7.4% and TDP-43 yeast inh 21.7%.
For C=CCn1c(SCC(=O)Nc2cc(C)nn2-c2ccccc2)nnc1C1CCCCC1 the results were KB-V1 MDR tox 5.8µM*, HT1080 IDH1KD tx 9.1%, HT1080-NT tox -1.9%, GLP1R ag 10.4%, KB-3-1 cytotox -13.0%, GLP1R cytotox 2.3%, GLP1R inv ag 0.0%, SW480 rerep -2.5% and TDP-43 yeast inh 5.1%.
`Cc1cccc(OCC(=O)Nc2ccccc2-c2ccccc2)c1` gave KB-V1 MDR tox inconclusive, HT1080 IDH1KD tx 1.9%, HT1080-NT tox 0.7%, GLP1R ag 9.7%, KB-3-1 cytotox -8.0%, GLP1R cytotox 21.3%, GLP1R inv ag inconclusive, SW480 rerep -3.2% and TDP-43 yeast inh 3.5%.
`COc1c(Cl)cc(Cl)cc1C(=O)Nc1ccc(NC(=O)c2cccs2)cc1` gave KB-V1 MDR tox -27.7%, HT1080 IDH1KD tx -0.8%[9.24 µM], HT1080-NT tox inconclusive, GLP1R ag -0.5%, KB-3-1 cytotox -5.2%, GLP1R cytotox -19.9%, GLP1R inv ag -13.5%, SW480 rerep 8.9% and TDP-43 yeast inh -16.7%.
Screening Nc1nc(Nc2ccccc2F)sc1C(=O)c1ccccc1 returned KB-V1 MDR tox 0.0%, HT1080 IDH1KD tx -26.6%, HT1080-NT tox -9.9%, GLP1R ag 7.8%, KB-3-1 cytotox 10.3µM*, GLP1R cytotox -17.0%, GLP1R inv ag inconclusive, SW480 rerep inconclusive and TDP-43 yeast inh 22.4µM*.
`COc1ccc(C(CNC(=O)C(=O)NC2CCCC2)N2CCN(C)CC2)cc1` (configuration not stated) gave KB-V1 MDR tox 1.8%, HT1080 IDH1KD tx 12.9%, HT1080-NT tox 1.2%, GLP1R ag 10.5%, KB-3-1 cytotox 1.6%, GLP1R cytotox -9.4%, GLP1R inv ag inconclusive, SW480 rerep -63.4%[inhibitor] and TDP-43 yeast inh -8.5%.
Screening CC(=O)c1ccc(OCC(O)CNCc2ccc3c(c2)OCO3)cc1 (configuration not stated) returned KB-V1 MDR tox 8.2%, HT1080 IDH1KD tx 1.6%, HT1080-NT tox 1.9%, GLP1R ag 11.7%, KB-3-1 cytotox 3.6%, GLP1R cytotox 0.6%, GLP1R inv ag -10.9%, SW480 rerep -6.9% and TDP-43 yeast inh -10.3%.
For Cc1sc2nc(-c3cccnc3)nc(Cl)c2c1-c1ccccc1 the results were KB-V1 MDR tox 13µM*, HT1080 IDH1KD tx 9.7%, HT1080-NT tox 11.0%, GLP1R ag 0.3%, KB-3-1 cytotox 19.8%, GLP1R cytotox -2.6%, GLP1R inv ag 98.9%[activator], SW480 rerep 0.5% and TDP-43 yeast inh 25.1µM*.
`CCOC(=O)C1=C(C)N(C[C@@H]2CC[C@@H](Cc3ccc(-c4ccccc4)cc3)O2)C(=O)NC1c1ccc(Cl)cc1` (some centres not stated) gave KB-V1 MDR tox -20.7%, HT1080 IDH1KD tx -1.9%, HT1080-NT tox -1.3%, GLP1R ag 0.0%, KB-3-1 cytotox inconclusive, GLP1R cytotox -1.4%, GLP1R inv ag inconclusive, SW480 rerep 28.3% and TDP-43 yeast inh -21.1%.
O=C(CSc1n[nH]c(=O)[nH]c1=O)Nc1c(Cl)cc(Cl)cc1Cl was read as HT1080 IDH1KD tx 17.0%, HT1080-NT tox 7.5%, GLP1R ag -6.9%, GLP1R cytotox -12.3%, GLP1R inv ag -23.6%, SW480 rerep 13.4% and TDP-43 yeast inh 14.5%.
`CCOc1cc(NC(=O)CC(C)C)c(OCC)cc1NC(=O)CCn1nnc2ccccc21` gave KB-V1 MDR tox 4.11µM*, HT1080 IDH1KD tx -0.5%, HT1080-NT tox -0.7%, GLP1R ag -16.1%, KB-3-1 cytotox inconclusive, GLP1R cytotox -3.9%, GLP1R inv ag 0.0%, SW480 rerep -1.7% and TDP-43 yeast inh -1.7%.
Screening Cc1cc(NC(=O)c2cccc([N+](=O)[O-])c2)no1 returned KB-V1 MDR tox 23.0%, HT1080 IDH1KD tx 10.9%, HT1080-NT tox 15.1%, GLP1R ag 2.0%, KB-3-1 cytotox -5.6%, GLP1R cytotox -3.4%, GLP1R inv ag 8.2%, SW480 rerep -10.9% and TDP-43 yeast inh 4.6%.
Screening COc1ccc2[nH]c3c(c2c1)CCN1C(=O)C(CC(=O)NCCC2=CCCCC2)C[C@H](C(=O)N2CCCCC2)[C@@]31C (some centres not stated) returned KB-V1 MDR tox -0.8%, HT1080 IDH1KD tx 11.2%, HT1080-NT tox 2.3%, GLP1R ag -4.7%, KB-3-1 cytotox -0.5%, GLP1R cytotox 9.5%, GLP1R inv ag 8.7%, SW480 rerep 11.1% and TDP-43 yeast inh 19.8%.
Screening CC(C)c1nnc(NC(=O)CC23CC4CC(CC(C4)C2)C3)s1 returned KB-V1 MDR tox -20.4%, HT1080 IDH1KD tx 9.2%, HT1080-NT tox -0.2%, GLP1R ag 7.7%, KB-3-1 cytotox -3.1%, GLP1R cytotox -1.1%, GLP1R inv ag -22.5%, SW480 rerep 0.1% and TDP-43 yeast inh 11.4%.
